Assay outcomes: PubChem, several laboratories
ABCG2 block – inhibitors of human ABCG2 transporter, ABCB1 counter-screen; inhibition, % at 6.6 µM; 190,000 tested, 0.1% active; IgMXP3 cells, JC-1 efflux, flow cytometry;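 active = inhibition above 80%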;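 also: 0% = DMSO and 100% = nicardipine control wells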
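Test system: IgMXP3 (ABCG2) plus far-red-tagged CCRF-Adr (ABCB1) cells / Amount: 3 million cells/mL in well / Reagent: JC-1 transporter substrate / Timing: 10 min compound exposure, 25 °C / Signal: flow cytometry, 530 nm JC-1 signal / Read-out: percent efflux inhibition, scaled nicardipine 100% to DMSO 0% / Benchmarks: nicardipine as high control, DMSO as low control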
Pf gametocyte – P. falciparum stage V gametocyte viability inhibition | P. falciparum stage V gametocytes, ATP luminescence, 24 h | inhibition, % at 10.9 µM | 150,000 tested, 0.065% active | AID 743093;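 active = inhibition above the mean plus 3 SD of compounds within the control limits, set per campaign, cut at about 38% in these data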;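 also: 0% = DMSO wells and 100% = medium only without gametocytes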
Rac1 mut GTP – alters GTP binding to activated mutant human Rac1 | P63000 | percent activity (GTP binding), % at 10 µM | 190,000 tested, 0.11% active | AID 764 | GST-Rac1 activated beads, fluorescent GTP binding, flow cytometry; actives lie on both sides; 100% means binding = to untreated wells;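 active = GTP binding at least 20 percentage points away from the 100% baseline, in either direction, so actives lie on both sides; inconclusive = Compound likely fluorescent itself, or too few beads counted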
HRas wt GTP bind – modulators of GTP binding to human HRas wildtype | GTP binding activity, % at 10 µM | P01112 | 190,000 tested, 0.14% active | GST-Ras wt beads, Bodipy-FL-GTP binding, flow cytometry; actives lie on both sides;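 active = GTP binding activity at least 20% away from the 100% baseline, either lowered as inhibitor or raised as activator; inconclusive = flagged as likely green fluorescent, judged across all proteins in the well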;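 also: 0% = unlabeled GTP competition control and 100% = no-compound control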
Target sequence (P01112 whole entry, looked up): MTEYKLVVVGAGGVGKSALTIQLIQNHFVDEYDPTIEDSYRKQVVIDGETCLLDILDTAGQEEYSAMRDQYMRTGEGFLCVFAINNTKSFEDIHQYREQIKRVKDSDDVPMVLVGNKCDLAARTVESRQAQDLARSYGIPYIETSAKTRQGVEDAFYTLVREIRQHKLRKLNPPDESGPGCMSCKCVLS
Rac1 wt GTP bind – modulators of human Rac1 wildtype GTP binding. P63000. 190,000 tested, 0.27% active. AID 757. GTP binding activity (% of control), % at 10 µM. GST-Rac1 beads, fluorescent GTP binding, flow cytometry; actives lie on both sides; 0 = cold GTP competed, 100 = untreated;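 active = GTP binding activity at least 20 points away from the 100% control level, either lower or higher; inconclusive = compound flagged as likely green fluorescent, judged across all proteins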
Rab2A wt mod – changes GTP binding to wildtype dog Rab2A, up or down. P61105. GST-Rab2 wt beads, Bodipy-GTP binding, flow cytometry. GTP binding activity, % at 10 µM. 190,000 tested, 0.19% active. AID 760;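 active = GTP binding activity at least 20 points away from 100%, either lowered or raised; inconclusive = signal likely due to the compound's own green fluorescence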;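 also: 0% = beads with excess unlabeled GTP and 100% = no-compound control corrected for plate trend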
Rab7 wt modul – modulators of GTP binding to dog Rab7 wildtype GTPase. GST-Rab7 beads, fluorescent GTP binding, flow cytometry; actives lie on both sides; untreated = 100%, excess cold GTP = 0%. GTP binding activity (percent of control), % at 10 µM. 190,000 tested, 0.055% active. AID 758;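 active = fluorescent GTP binding to Rab7 beads changed by at least 20 points from the 100% baseline, either direction, mostly lower; inconclusive = compound itself probably fluorescent, or too few beads counted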;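 also: median green fluorescence of bound Bodipy-FL-GTP per Rab7 bead population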
Cdc42 wt GTP – modulators (inhibitors or activators) of GTP binding to human Cdc42 wildtype; P60953; GST-Cdc42 beads, Bodipy-GTP binding, flow cytometry; actives lie on both sides; percent activity (GTP binding), % at 10 µM; 190,000 tested, 0.2% active;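 active = percent activity GTP binding at least 20 points away from the 100% baseline, either down as inhibitor or up as activator; inconclusive = compound flagged as likely green fluorescent from well-wide comparison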;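 also: median bead fluorescence of bound Bodipy-FL-GTP at 100 nM; 0% = excess unlabeled GTP control and 100% = no compound control; below 100% means less GTP binding so inhibitor and above means activator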
Target sequence (P60953 whole entry, looked up): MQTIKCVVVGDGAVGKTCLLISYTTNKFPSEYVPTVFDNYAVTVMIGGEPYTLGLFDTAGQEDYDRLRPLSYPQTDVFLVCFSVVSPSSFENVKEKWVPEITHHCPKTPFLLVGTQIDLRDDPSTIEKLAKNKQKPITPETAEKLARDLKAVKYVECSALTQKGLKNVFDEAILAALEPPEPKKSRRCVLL
Mcl1-Noxa inh – disrupts binding of human Mcl-1 to Noxa peptide; TR-FRET Mcl-1/Noxa peptide binding, 2 h; AID 1022; inhibition, % at 21.7 µM; Q07820; 220,000 tested, 1.5% active;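 active = compounds that cut the protein-peptide binding signal by more than 50% relative to plate controls in a single-dose test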;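 also: His-tagged Mcl-1 with rhodamine Noxa BH3 peptide and terbium anti-His antibody; 0% = Mcl-1 plus Noxa peptide wells and 100% = peptide-only wells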
Target sequence (Q07820 whole entry, looked up): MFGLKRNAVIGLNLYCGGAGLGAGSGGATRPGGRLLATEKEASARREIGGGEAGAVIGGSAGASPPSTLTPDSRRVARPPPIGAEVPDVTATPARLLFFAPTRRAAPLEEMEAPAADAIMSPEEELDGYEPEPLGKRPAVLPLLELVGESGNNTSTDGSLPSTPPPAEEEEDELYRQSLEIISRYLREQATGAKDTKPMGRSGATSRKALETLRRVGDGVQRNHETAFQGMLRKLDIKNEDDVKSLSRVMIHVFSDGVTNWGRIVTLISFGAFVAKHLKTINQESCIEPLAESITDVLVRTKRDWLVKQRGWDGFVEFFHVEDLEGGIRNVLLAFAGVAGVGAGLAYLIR
Avidin bead fluor – compound fluoresces at 488/530 nm on avidin beads. 220,000 tested, 0.38% active. AID 1775. compound fluorescence 488/530 nm, flow cytometry; stronger effect = higher value. fluorescence (KMESF) at 10 µM; in the data active = fluorescence above about 47; also: inactives centre near 10
ABCB1 inh – human ABCB1 inhibition, ABCG2 as counter-screen. P08183. 190,000 tested, 0.067% active. inhibition, % at 6.6 µM. CCRF-Adr cells, JC-1 efflux, flow cytometry. AID 1326; in the data active = inhibition above about 40%;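 also: 0% = vehicle and 100% = reference inhibitor; higher value means more JC-1 retained so stronger ABCB1 efflux block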
* hit, by the source's call; ? = inconclusive; nt = not tested or not shown.

The opening 2 records as a preview:
Field names – A = ABCG2 block; B = Pf gametocyte; C = Rac1 mut GTP; D = HRas wt GTP bind; E = Rac1 wt GTP bind; F = Rab2A wt mod; G = Rab7 wt modul; H = Cdc42 wt GTP; I = Mcl1-Noxa inh; J = Avidin bead fluor; K = ABCB1 inh
Oc1ccccc1-c1nc(N2CCN(Cc3ccccc3)CC2)c2ccccc2n1
  A = 0 | B = nt | C = 96 | D = 95 | E = 98 | F = 95 | G = 93 | H = 97 | I = -7 | J = 10 | K = 0.2

NCCc1nnc(SCc2c(F)cccc2Cl)o1
  A = 2 | B = nt | C = 99 | D = 104 | E = 103 | F = 102 | G = 103 | H = 104 | I = 14 | J = 14 | K = 0.5

The list itself, previewed entries included:
Field names – A = ABCG2 block; B = Pf gametocyte; C = Rac1 mut GTP; D = HRas wt GTP bind; E = Rac1 wt GTP bind; F = Rab2A wt mod; G = Rab7 wt modul; H = Cdc42 wt GTP; I = Mcl1-Noxa inh; J = Avidin bead fluor; K = ABCB1 inh
Oc1ccccc1-c1nc(N2CCN(Cc3ccccc3)CC2)c2ccccc2n1
  A = 0 | B = nt | C = 96 | D = 95 | E = 98 | F = 95 | G = 93 | H = 97 | I = -7 | J = 10 | K = 0.2

NCCc1nnc(SCc2c(F)cccc2Cl)o1
  A = 2 | B = nt | C = 99 | D = 104 | E = 103 | F = 102 | G = 103 | H = 104 | I = 14 | J = 14 | K = 0.5

COc1ccc(C2CC(c3ccccc3)=NN2C(=O)CN2CCN(Cc3ccccc3)CC2)cc1 (centres undefined)
  A = 5 | B = 21 | C = 97 | D = 96 | E = 100 | F = 100 | G = 104 | H = 96 | I = 9 | J = 10 | K = 13

Cc1cnc(NC(=O)CSC(=S)N2CCOCC2)s1
  A = 0 | B = 3 | C = 99 | D = 99 | E = 100 | F = 101 | G = 105 | H = 98 | I = 9 | J = 5 | K = -0.4

COc1ccc(NC(=O)C(C)SCc2ccccc2)cc1OC (centres undefined)
  A = 8 | B = -39 | C = 98 | D = 101 | E = 103 | F = 99 | G = 102 | H = 100 | I = -7 | J = 13 | K = 0.5

COc1cccc(NC(=O)c2ccc(NC(=O)C(C)C)cc2)c1
  A = 10 | B = nt | C = 96 | D = 98 | E = 96 | F = 97 | G = 96 | H = 96 | I = 13 | J = 9 | K = 1.3

COc1ccc2ccccc2c1C(O)c1nccn1C (centres undefined)
  A = -1 | B = 3 | C = 99 | D = 99 | E = 103 | F = 99 | G = 98 | H = 103 | I = -7 | J = 13 | K = 0.9

CC(C)CC(C(=O)NC1CCCC1)N(Cc1ccc2c(c1)OCO2)C(=O)c1snc(C(N)=O)c1N (centres undefined)
  A = 2 | B = nt | C = ? | D = ? | E = ? | F = ? | G = ? | H = ? | I = 5 | J = 9 | K = 4.5

COc1cc(-c2nc3c(c(C)nn3-c3ccccc3)c3cc(OC)c(OC)cc23)ccc1O
  A = 1 | B = 6 | C = ? | D = ? | E = ? | F = ? | G = ? | H = ? | I = 7 | J = 10 | K = 2.4

c1ccc(Oc2cccc(OCCCn3cncn3)c2)cc1
  A = 4 | B = nt | C = 92 | D = 96 | E = 92 | F = 92 | G = 99 | H = 95 | I = 4 | J = 9 | K = 0.6

O=C(O/N=C(/c1ccccc1)c1ccncc1)c1cccc(F)c1
  A = -6 | B = nt | C = 97 | D = 98 | E = 99 | F = 97 | G = 96 | H = 101 | I = 10 | J = 8 | K = -2.5

CCN(C(=O)COC(=O)/C=C/c1ccccc1)C1CCCCC1
  A = 0 | B = -22 | C = 93 | D = 94 | E = 93 | F = 97 | G = 97 | H = 95 | I = 3 | J = 21 | K = 0.0

Cc1ccc(CNC(=O)NC23CC4CC(CC(C4)C2)C3)cc1
  A = 0 | B = -18 | C = 100 | D = 98 | E = 101 | F = 98 | G = 97 | H = 99 | I = 0 | J = 5 | K = 0.1

CCN(C(=O)CCCC(=O)N(CC)c1ccccc1)c1ccccc1
  A = 2 | B = -5 | C = 103 | D = 103 | E = 105 | F = 103 | G = 101 | H = 106 | I = 6 | J = 6 | K = 0.3

COc1ccccc1NC(=O)CN(c1ccccc1F)S(C)(=O)=O
  A = 0 | B = nt | C = 92 | D = 95 | E = 89 | F = 92 | G = 92 | H = 94 | I = nt | J = 11 | K = 0.1

New compounds follow.
Field names – A = ABCG2 block; B = Pf gametocyte; C = Rac1 mut GTP; D = HRas wt GTP bind; E = Rac1 wt GTP bind; F = Rab2A wt mod; G = Rab7 wt modul; H = Cdc42 wt GTP; I = Mcl1-Noxa inh; J = Avidin bead fluor; K = ABCB1 inh
Cc1cc(NC(=O)NC2CCCN2S(=O)(=O)c2ccc(Cl)cc2)no1 (centres undefined)
  A = 5 | B = 8 | C = 96 | D = 100 | E = 98 | F = 98 | G = 95 | H = 98 | I = 5 | J = 12 | K = 1.2

COc1ccc(-c2noc(CN3C(=O)c4ccccc4C3=O)n2)cc1
  A = 0 | B = nt | C = 100 | D = 101 | E = 101 | F = 101 | G = 99 | H = 100 | I = -7 | J = 5 | K = 0.0

Cc1cc(NC(=O)CCN2C(=O)/C(=C/c3ccccc3F)SC2=S)no1
  A = -1 | B = nt | C = 95 | D = 93 | E = 95 | F = 96 | G = 94 | H = 98 | I = 42 | J = 15 | K = 0.2

O=C(COC(=O)c1ccc(F)cc1)Nc1nc2ccc([N+](=O)[O-])cc2s1
  A = 21 | B = -32 | C = 93 | D = 99 | E = 100 | F = 100 | G = 102 | H = 93 | I = 20 | J = 10 | K = 0.1

c1ccc(Oc2cccc(CN3CCCCC3)c2)cc1
  A = 1 | B = nt | C = 104 | D = 107 | E = 108 | F = 102 | G = 103 | H = 109 | I = 5 | J = 15 | K = 0.5

Cc1ccc(N2CCN(C(=O)c3ccccc3NC(=O)/C=C\C(=O)O)CC2)cc1
  A = -1 | B = nt | C = 95 | D = 95 | E = 94 | F = 97 | G = 96 | H = 96 | I = 9 | J = 12 | K = -0.3

Just Rab2A wt mod and Cdc42 wt GTP, for some of the entries so far:
compound,Rab2A wt mod,Cdc42 wt GTP
c1ccc(Oc2cccc(CN3CCCCC3)c2)cc1,102,109
Cc1cc(NC(=O)CCN2C(=O)/C(=C/c3ccccc3F)SC2=S)no1,96,98
Cc1cc(NC(=O)NC2CCCN2S(=O)(=O)c2ccc(Cl)cc2)no1 (centres undefined),98,98
Cc1ccc(N2CCN(C(=O)c3ccccc3NC(=O)/C=C\C(=O)O)CC2)cc1,97,96
COc1ccc(-c2noc(CN3C(=O)c4ccccc4C3=O)n2)cc1,101,100
O=C(COC(=O)c1ccc(F)cc1)Nc1nc2ccc([N+](=O)[O-])cc2s1,100,93

Compounds as they come. About 2.3% of those tested had a hit in this group.
